Lipid droplet: hepatic lipid droplet formation modulation. AML12 mouse hepatocytes, oleate lipid droplets, BODIPY imaging. 240,000 compounds, 0.4% hits. inhibition, % at 6.5 µM;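 active means lipid droplet intensity inhibited by at least 50%, with more than 500 cells counted; inconclusive means wells with under 300 cells, treated as cytotoxic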
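Material – AML12 mouse liver cells · Also added – oleate loading, 100 µM · Compound dosing – 6.5 µM single-point dosing · Times – overnight treatment with compound plus oleate · Measured by – fluorescence imaging, 20x objective, two fields per well · Read-out – percent inhibition of filter-corrected integrated lipid droplet intensity per well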
T cell HTS: T cell immune modulators affecting CD8 T cell-vesicle binding | 330,000 compounds, 0.068% hits | 2C CD8+ T cell-vesicle binding, flow cytometry; stronger effect = lower value | calls only at 7 µM;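 active means response, share of CD8 T cells binding vesicles, and their 90th percentile fluorescence all below set limits, cut at about 80% in these data, passing the limit was not always enough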
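Assay system – 2C mouse CD8+ T cells · Also added – QL9-loaded Drosophila micro-vesicles · Timing – Cell–vesicle co-incubation 1.5 h at 37 °C, staining 20 min on ice · Signal – flow cytometry of vesicle-bound cells · Measure – percent CD8+ FL2 mean versus row control · Controls – Peptide-free naked vesicles (low) and QL9 vesicles with 0.7% DMSO vehicle (high)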
MT stabilizer: microtubule stabilization, imaging screen; 200,000 compounds, 0.83% hits; HeLa tubulin immunostaining HCS, 24 h; share of cells brighter than vehicle mean+2SD; AID 2205; % tubulin-high responders, % at 10 µM;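 active means plate Z-score above 3 for both tubulin-high and condensed-nucleus cell shares, with cell loss under 80%, at 10 µM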;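 further: anti alpha tubulin signal scored within the nucleus-defined area of each cell; some results filed as inactive read as strong as hits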
Dynein cargo inh: dynein cargo transport inhibition; 3617.4 mouse cells, GR-EGFP nuclear translocation imaging; test concentration mostly 20 µM; stimulated with dexamethasone, 1 µM; stronger effect = lower value; z-score, hits read low; 220,000 compounds, 0.47% hits;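 active means plate z-score of nuclear minus cytoplasmic receptor signal below a set negative limit, without overly bright fluorescence or cell loss, cut at about -3.5 in these data, passing the limit was not always enough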;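 further: z-score of nuclear minus cytoplasmic ring GR-EGFP intensity difference per well; some compounds called inactive have numbers as strong as hits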
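Buffer or medium: tet-free, stripped-serum medium; reagent: dexamethasone at 1.0 µM final, 30 min; incubation: 48 h induction, 1 h compound, 30 min dex at 37 °C; measured by: formaldehyde fixation, Hoechst nuclear stain, 10x automated fluorescence imaging; read-out: nuclear-to-cytoplasmic GR-EGFP distribution per well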
PhoP inhibition: inhibitors of PhoP regulon expression, primary screen, Salmonella Typhimurium, GFP reporter (AID 1863); S. Typhimurium PhoP-regulated promoter GFP reporter, 4 h; higher % means a stronger effect; inhibition, % at 50 µM; hits with a dose series show IC50 in µM; 300,000 compounds, 0.16% hits;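 active means inhibition over 29.93%, a cutoff 3 SD above the screen mean, later confirmed by dose response; inconclusive means inhibition over 29.93% but no dose response follow-up; inactive means inhibition at most 29.93% or unconfirmed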;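 further: 0% = low Mg2+ inducing control and 100% = high Mg2+ repressing control; strong numbers were not always called active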
Autophagy HCS: modulators of autophagy; 190,000 compounds, 0.98% hits; AID 463193; calls only at 10 µM (by protocol); MEF GFP-LC3 puncta imaging; test concentration mostly 10 µM;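 active means percentage of spot-positive cells more than 3 SD above its plate mean, without a fluorescence outlier flag or 80% toxicity; inconclusive means no clear call, values can overlap the other calls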;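 further: spot-positive cell cutoff set from DMSO-treated cells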
bCat nuc transl: beta-catenin nuclear translocation modulation; HeLa beta-catenin nuclear translocation, immunofluorescence imaging; nuclear translocation activity, % at 5 µM; 190,000 compounds, 0.3% hits; AID 1665;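 active means nuclear translocation activity above 50% at 5 µM, with a well cell count of 50 or more; inconclusive means wells under 50 cells across six images, flagged as toxic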;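 further: per-cell ratio of nuclear to cytoplasmic median beta-catenin stain intensity; plate controls were DMSO negative control for no effect and GSK-3 inhibitor IX positive control for full effect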
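Test system: human HeLa cell line; Doses: 5 µM primary, 0.02–20 µM confirmation; Incubation: 24 h compound exposure, 37°C; Detection: beta-catenin immunofluorescence imaging with DAPI; Read-out: beta-catenin nuclear/cytoplasmic ratio, % activation.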
Ins promoter up: MIN6 insulin promoter up-regulation; 190,000 compounds, 0.3% hits; MIN6 insulin promoter-GFP reporter, high-content imaging; stronger effect = higher value; z-score at 5 µM;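 active means z-score above 3 at 5 µM with at least 500 cells counted in the well; inconclusive means wells under 500 cells, flagged as cytotoxic or low count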
CSM14.1 death rescue: protection against thapsigargin-triggered cell killing – 384-well, CSM14.1, ATP luminescence, primary screen (AID 1222); CSM14.1 thapsigargin-induced death rescue, ATP luminescence; higher % means a stronger effect; cellular ATP content (survival), % at 20 µM; hits with a dose series show EC50 in µM; 190,000 tested, under 10 active;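 active means EC50 below 50 µM in the dose-response confirmation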;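 further: death triggered by thapsigargin at about 15 µM added after 2 h compound pretreatment; cell ATP read after overnight thapsigargin exposure of roughly 18 to 22 hours; normalized against plate controls of thapsigargin alone and 5% DMSO vehicle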
Dynein cargo inh cytoplasmic EGFP: recorded beside Dynein cargo inh, whose call it bears; z-score; measured here: cytoplasmic GR-EGFP intensity; stronger effect = higher value
Dynein cargo inh nuclear GR-EGFP: further read-out of Dynein cargo inh, marked with its call; z-score; measured here: nuclear GR-EGFP intensity;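 lower value marks the stronger effect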
Dynein cargo inh cell count: recorded beside Dynein cargo inh, whose call it bears; z-score; measured here: cell count per field
Ins promoter up cell count: second read-out of Ins promoter up, no call of its own (marks repeat the call); cell count; measured here: cytotoxicity, nuclei count;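 total cells summed across four imaged fields per well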
Lipid droplet cells 6.5 µM: recorded beside Lipid droplet, whose call it bears; cell count; measured here: cell count, cytotoxicity flag;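 cells counted across two imaged fields per well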
bCat nuc transl cell count 5 µM: further read-out of bCat nuc transl, marked with its call; cell count; measured here: cell count, cytotoxicity flag
T cell HTS vesicle-bound %: second read-out of T cell HTS, no call of its own (marks repeat the call); double positive events, %; measured here: CD8+ vesicle-bound cell fraction;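 binding gate set so that unloaded-vesicle control wells show 10% double positive cells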
MT stabilizer Hoechst-high %: second read-out of MT stabilizer, no call of its own (marks repeat the call); % Hoechst-high responders; measured here: nuclear condensation Hoechst responders;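 share of cells brighter than vehicle mean plus two SD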
MT stabilizer cytotoxicity %: further read-out of MT stabilizer, marked with its call; toxicity, %; measured here: cytotoxicity by cell density;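 0% = mean cell density of plate MIN control wells and 100% = no cells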
Autophagy HCS cell loss 18 h: second read-out of Autophagy HCS, no call of its own (marks repeat the call); toxicity, %; measured here: cell loss, nuclei count;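 cell loss after 18 h compound exposure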
Numbers without * were called inactive; i = inactive; ? = inconclusive; nt = not tested or not shown; + = active, no number.

SMILES	Lipid droplet	Lipid droplet cells 6.5 µM	T cell HTS	T cell HTS vesicle-bound %	MT stabilizer	MT stabilizer Hoechst-high %	MT stabilizer cytotoxicity %	Dynein cargo inh	Dynein cargo inh cytoplasmic EGFP	Dynein cargo inh nuclear GR-EGFP	Dynein cargo inh cell count	PhoP inhibition	Autophagy HCS	Autophagy HCS cell loss 18 h	bCat nuc transl	bCat nuc transl cell count 5 µM	Ins promoter up	Ins promoter up cell count	CSM14.1 death rescue
CC(C)NC(=O)c1cc(C(=O)c2cc(Cl)ccc2O)coc1=N	nt	nt	i	49	4.8	2.4	5.1	-0.39	-0.18	0.053	-0.38	-7%	i	-8	-2.9	935	-0.51	1208	0.3%
COc1ccc2c(c1)C(c1ccc([N+](=O)[O-])cc1)=NNC(c1ccco1)=N2	nt	nt	+	3.0*	2.4	1.7	9.4	-0.29	-0.26	0.062	0.23	10%	i	-23	nt	nt	nt	nt	1.4%
CC(C)n1nnnc1SCC(=O)NCc1ccco1	nt	nt	i	46	2.4	1.5	8.4	-1	-0.25	-0.61	0.86	-11%	i	-4	nt	nt	nt	nt	nt
CCC(=O)Nc1cccc(C(=O)/C=C/c2cccs2)c1	3	749	i	52	7.1	3.5	11	-1.8	0.24	-1.2	0.6	6%	i	23	0.2	1488	-0.75	1395	-0.1%
O=C(CSc1nnc(-c2ccc(Cl)cc2Cl)n1C1CCCCC1)N1CCCC1	14	797	i	19	2.7	2.5	3.1	-0.52	-0.24	-0.46	0.45	10%	i	-3	nt	nt	nt	nt	1.5%
O=S(=O)(N1CCCCCC1)N1CCN(S(=O)(=O)N2CCCCC2)CC1	16	812	i	36	3.2	2.3	6.0	0.11	-0.17	0.053	0.33	18%	i	2	nt	nt	0.2	959	-1.1%
O=C1CC(c2ccc3c(c2)OCO3)C2=C(CCCC2=O)N1 (stereo unspecified)	nt	nt	i	46	1.9	1.5	6.0	-0.54	-0.21	-0.1	0.51	9%	i	-8	3.9	1393	0.41	1588	-0.3%
CCOC(=O)c1c(NC(=O)COC(=O)c2cc(OC)c(OC)cc2[N+](=O)[O-])sc(C)c1C	-5	724	i	53	1.6	2.2	8.3	-0.19	-0.19	-0.14	0.62	-6%	i	-4	3.7	502	-7.3	599	-1.4%
COc1cc(-c2nc(CN3CCCN(C(=O)c4ccco4)CC3)c(C)o2)ccc1F	-5	735	i	46	2.8	3.2	6.4	-0.45	-0.31	-0.076	0.65	4%	i	-1	-0.9	1124	0.73	1702	1.6%
O=C(Nc1ccc(C(F)(F)F)cc1)C1CC(=O)N(c2ccc3c(c2)OCCO3)C1 (stereo unspecified)	14	818	i	9	2.7	2.3	4.8	0.58	-0.24	0.27	-0.033	6%	i	3	nt	nt	nt	nt	-0.6%
CCCN(CCC)C1=CC(=[N+]2CCCC2)CC(C)(C)C1	-38	536	i	30	3.4	1.5	3.0	-0.45	-0.24	-0.53	0.28	5%	i	-3	0.9	929	?	nt	-2.6%
O=C(COC(=O)Cc1ccccc1[N+](=O)[O-])NC1CCCC1	-10	676	i	28	5.4	3.2	6.1	-0.58	-0.34	0.12	2.1	4%	+	7.4*	0.4	1084	-0.7	1318	0.0%

The closing two compounds of the section above open the next one:
SMILES	Lipid droplet	Lipid droplet cells 6.5 µM	T cell HTS	T cell HTS vesicle-bound %	MT stabilizer	MT stabilizer Hoechst-high %	MT stabilizer cytotoxicity %	Dynein cargo inh	Dynein cargo inh cytoplasmic EGFP	Dynein cargo inh nuclear GR-EGFP	Dynein cargo inh cell count	PhoP inhibition	Autophagy HCS	Autophagy HCS cell loss 18 h	bCat nuc transl	bCat nuc transl cell count 5 µM	Ins promoter up	Ins promoter up cell count	CSM14.1 death rescue
CCCN(CCC)C1=CC(=[N+]2CCCC2)CC(C)(C)C1	-38	536	i	30	3.4	1.5	3.0	-0.45	-0.24	-0.53	0.28	5%	i	-3	0.9	929	?	nt	-2.6%
O=C(COC(=O)Cc1ccccc1[N+](=O)[O-])NC1CCCC1	-10	676	i	28	5.4	3.2	6.1	-0.58	-0.34	0.12	2.1	4%	+	7.4*	0.4	1084	-0.7	1318	0.0%
Cc1cc(C)n2cc(CSc3nnc(-c4ccccc4)o3)nc2n1	nt	nt	i	54	2.3	2.4	7.9	0.1	-0.1	0.083	0.33	14%	i	-3	-7.0	946	0.36	1212	0.0%
Clc1ccc(-c2csc(N3CCN(c4ccccc4)CC3)n2)cc1	-4	766	i	27	2.1	1.8	4.2	0.5	-0.25	0.56	0.17	-8%	i	-9	-3.0	1236	-1.1	1295	0.5%
Cc1ccc2cc3c(NC(=O)C4CCCO4)nn(CC(C)C)c3nc2c1 (stereo unspecified)	9	822	i	42	1.4	1.4	8.3	0.68	-0.14	0.44	-0.066	5%	i	-5	1.4	1103	1.8	836	-1.2%
CCC(=O)Nc1c(S(=O)(=O)c2ccccc2)c2nc3ccccc3nc2n1Cc1ccccc1	-10	617	i	32	1.0	3.5	2.3	-0.76	0.41	-0.58	0.42	-10%	i	10	-2.0	958	0.4	1252	0.6%
Cc1ccc2c(c1C)OC(=O)CC2(C)C	-17	620	i	46	2.6	1.3	3.8	0.049	-0.23	0.055	0.32	2%	i	10	0.4	900	0.09	1036	1.6%
O=C(NCC1(c2ccccc2)CCCC1)c1cccc(Br)c1	nt	nt	i	26	1.4	1.3	6.8	0.35	-0.2	0.53	-0.15	4%	i	3	1.7	1309	-0.14	1539	-0.7%
COc1ccc(N2Cc3cccc(C(=O)NC(C)CCc4ccco4)c3C2=O)cc1 (stereo unspecified)	nt	nt	i	16	2.0	3.3	6.1	-2.5	0.27	-1.4	0.45	7%	i	16	nt	nt	0.09	916	12%
CNC(=O)N(O)C1N(NC(=O)Nc2ccccc2)C(=S)SC1(C)C (stereo unspecified)	nt	nt	i	34	3.3	2.8	8.1	0.094	-0.2	0.36	1.3	nt	i	27	nt	nt	nt	nt	nt
Cc1nnc(SCc2nnc(-c3ccccc3Br)o2)n1-c1ccccc1	-34	641	i	35	2.7	1.4	0.9	0.63	-0.22	0.39	0.052	16%	i	-5	-1.8	1140	-0.53	2001	-2.2%

Ordered by count of non-hydrogen atoms (low to high): some entries from above
SMILES	Lipid droplet	Lipid droplet cells 6.5 µM	T cell HTS	T cell HTS vesicle-bound %	MT stabilizer	MT stabilizer Hoechst-high %	MT stabilizer cytotoxicity %	Dynein cargo inh	Dynein cargo inh cytoplasmic EGFP	Dynein cargo inh nuclear GR-EGFP	Dynein cargo inh cell count	PhoP inhibition	Autophagy HCS	Autophagy HCS cell loss 18 h	bCat nuc transl	bCat nuc transl cell count 5 µM	Ins promoter up	Ins promoter up cell count	CSM14.1 death rescue
Cc1ccc2c(c1C)OC(=O)CC2(C)C	-17	620	i	46	2.6	1.3	3.8	0.049	-0.23	0.055	0.32	2%	i	10	0.4	900	0.09	1036	1.6%
O=C(NCC1(c2ccccc2)CCCC1)c1cccc(Br)c1	nt	nt	i	26	1.4	1.3	6.8	0.35	-0.2	0.53	-0.15	4%	i	3	1.7	1309	-0.14	1539	-0.7%
CNC(=O)N(O)C1N(NC(=O)Nc2ccccc2)C(=S)SC1(C)C (stereo unspecified)	nt	nt	i	34	3.3	2.8	8.1	0.094	-0.2	0.36	1.3	nt	i	27	nt	nt	nt	nt	nt
Cc1ccc2cc3c(NC(=O)C4CCCO4)nn(CC(C)C)c3nc2c1 (stereo unspecified)	9	822	i	42	1.4	1.4	8.3	0.68	-0.14	0.44	-0.066	5%	i	-5	1.4	1103	1.8	836	-1.2%
COc1ccc(N2Cc3cccc(C(=O)NC(C)CCc4ccco4)c3C2=O)cc1 (stereo unspecified)	nt	nt	i	16	2.0	3.3	6.1	-2.5	0.27	-1.4	0.45	7%	i	16	nt	nt	0.09	916	12%
CCC(=O)Nc1c(S(=O)(=O)c2ccccc2)c2nc3ccccc3nc2n1Cc1ccccc1	-10	617	i	32	1.0	3.5	2.3	-0.76	0.41	-0.58	0.42	-10%	i	10	-2.0	958	0.4	1252	0.6%

Bioassay records from PubChem.
